Screening data as filed in PubChem.
PREPL inh – inhibits the human prolyl oligopeptidase-like enzyme | Q4J6C6 | recombinant PREPL, fluorescence polarization activity-based probe | inhibition, % at 5.96 µM | hit rate 0.68% among 320,000 | AID 2751; in the data active = inhibition above about 43%;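 also: 0% = enzyme with DMSO and 100% = wells lacking enzyme; many of its hits are not listed in these tables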
EBNA-1 inh – blocks EBNA-1 binding to DNA; EBNA-1 DNA binding, fluorescence polarization; inhibition, % at 14.8 µM; hit rate 0.34% among 300,000; in the data active = inhibition above about 28%
PAFAH1B3 inh – PAFAH1B3 (human) inhibition; Q15102; recombinant PAFAH1B3, FP-rhodamine probe, fluorescence polarization; inhibition, % at 3.39 µM; hit rate 0.28% among 340,000; AID 492972;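 active = inhibition above the screen-wide average of all tested compounds plus 3 SD, cut at about 25% in these data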;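 also: 0% = enzyme with DMSO only and 100% = wells lacking PAFAH1B3 protein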
GSTO1 counter – GSTO1 inhibition, counter-screen for RBBP9 inhibitors. P78417. recombinant GSTO1, activity-based probe fluorescence polarization. inhibition, % at 5.96 µM. hit rate 1.1% among 300,000. AID 1974;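 active = inhibition above the campaign mean inhibition plus 3 SD, cut at about 35% in these data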;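 also: 0% = GSTO1-1 with DMSO and 100% = wells lacking GSTO1-1 enzyme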
LYPLA2 counter – counter-screen for PME1 inhibitors: inhibitors of human LYPLA2 | hit rate 0.38% among 320,000 | recombinant LYPLA2, FP-Rh probe fluorescence polarization | O95372 | AID 2177 | inhibition, % at 5.9 µM;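 active = inhibition above the screen-wide mean plus 3 SD, limit set per campaign, cut at about 26% in these data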;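 also: 0% = LYPLA2 with DMSO and 100% = wells lacking LYPLA2 enzyme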
Target sequence (O95372 whole entry, looked up): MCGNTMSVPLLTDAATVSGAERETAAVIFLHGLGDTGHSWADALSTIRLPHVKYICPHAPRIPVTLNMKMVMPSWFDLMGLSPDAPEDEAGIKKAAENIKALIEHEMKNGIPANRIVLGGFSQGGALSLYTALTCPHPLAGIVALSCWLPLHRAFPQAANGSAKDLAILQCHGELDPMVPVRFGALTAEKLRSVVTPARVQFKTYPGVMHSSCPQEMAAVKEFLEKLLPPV
PAD4 inh – blocks human protein arginine deiminase 4; recombinant PAD4, RCA probe fluorescence polarization; inhibition, % at 6.36 µM; hit rate 0.41% among 330,000;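 active = percent inhibition above a cutoff equal to the mean of all tested compounds plus 3 SD, cut at about 15% in these data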;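 also: 0% = PAD4 with RCA probe and DMSO and 100% = probe without PAD4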
Target sequence (Q9UM07 whole entry, looked up): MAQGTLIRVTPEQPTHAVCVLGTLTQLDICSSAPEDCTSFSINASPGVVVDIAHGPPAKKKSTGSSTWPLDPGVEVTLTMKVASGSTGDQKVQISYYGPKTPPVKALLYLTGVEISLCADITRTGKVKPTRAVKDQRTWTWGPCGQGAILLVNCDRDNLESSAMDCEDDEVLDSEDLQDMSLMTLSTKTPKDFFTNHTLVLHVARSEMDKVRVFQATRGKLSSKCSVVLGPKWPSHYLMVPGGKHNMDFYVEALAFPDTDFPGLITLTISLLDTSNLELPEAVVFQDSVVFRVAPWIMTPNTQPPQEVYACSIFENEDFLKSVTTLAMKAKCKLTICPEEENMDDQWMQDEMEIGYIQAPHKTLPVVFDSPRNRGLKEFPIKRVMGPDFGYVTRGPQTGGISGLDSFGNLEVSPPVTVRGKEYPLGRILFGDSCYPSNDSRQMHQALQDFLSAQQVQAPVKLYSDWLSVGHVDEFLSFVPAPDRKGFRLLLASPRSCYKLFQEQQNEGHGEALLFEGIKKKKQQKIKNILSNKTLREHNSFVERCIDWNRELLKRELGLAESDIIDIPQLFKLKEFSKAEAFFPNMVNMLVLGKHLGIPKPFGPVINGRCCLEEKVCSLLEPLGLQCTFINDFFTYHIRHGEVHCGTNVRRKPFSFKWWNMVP
LYPLA1 counter – counter-screen for PME1 inhibitors: inhibitors of human LYPLA1; hit rate 0.16% among 320,000; inhibition, % at 5.9 µM; recombinant LYPLA1, FP-Rh probe fluorescence polarization; AID 2174; O75608;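 active = inhibition above the mean of all tested compounds plus 3 SD, set per campaign, cut at about 14% in these data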;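 also: inhibitors block serine hydrolase probe labeling of LYPLA1 so polarization falls; 0% = enzyme with DMSO and 100% = wells lacking LYPLA1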
ZTA DNA inh – ZTA (EBV) inhibition in EBNA-1 counter-screen | P03206 | ZTA-DNA binding, fluorescence polarization | inhibition, % at 11 µM | hit rate 0.15% among 320,000 | AID 2234; in the data active = inhibition above about 33%
PAFAH2 inh – inhibitors of human PAFAH2; Q99487; inhibition, % at 3.39 µM; AID 492956; recombinant PAFAH2, FP-rhodamine activity probe, fluorescence polarization; hit rate 0.99% among 340,000;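 active = inhibition above the mean over all tested compounds plus 3 SD, cut at about 30% in these data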;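 also: inhibitors block probe labeling of enzyme so polarization drops; 0% = enzyme with DMSO and 100% = wells lacking PAFAH2 protein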
* marks the source's active call; other numbers are inactive results; · = no result given. These rows are one share of the data, so the mix of outcomes need not match the whole.

Sample of the layout, 7 compounds:
Order of values – PREPL inh	LYPLA2 counter	LYPLA1 counter	PAD4 inh	PAFAH2 inh	ZTA DNA inh	PAFAH1B3 inh	GSTO1 counter	EBNA-1 inh
Cc1noc(C)c1CSc1nnc(-c2ccccc2F)n1CCc1ccccc1
    13	-1	4	-5	5	6	2	5	5
Cc1cccc(C(=O)OCC(=O)Nc2ccccc2C(=O)NC2CC2)c1
    5	4	-4	1	16	3	3	·	·
Cc1cccc(C)c1NC(=O)COC(=O)COc1ccc2c(C)cc(=O)oc2c1
    10	1	-2	-6	-5	-20	-2	3	-15
CN(C(=O)C(=O)c1cn(CC(=O)N2CCCC2)c2ccccc12)C1CCCCC1
    11	10	3	-1	9	-10	1	-4	-2
CC(OC(=O)C(C)Oc1ccccc1)C(=O)Nc1ccc(S(=O)(=O)N2CCCCC2)cc1 (stereo not drawn)
    -3	-6	-6	0	-6	1	11	·	·
C=CCn1c(SCC(=O)NCCOC)nnc1-c1cc2c(s1)CCC(CC)C2 (stereo not drawn)
    0	1	-1	9	9	-18	-10	2	-1
CCN(c1ccc(C)c(C)c1)S(=O)(=O)c1c(C)[nH]c(=O)[nH]c1=O
    3	-2	1	-2	-8	-5	-2	-6	-5

The list itself, from the first entry:
Order of values – PREPL inh	LYPLA2 counter	LYPLA1 counter	PAD4 inh	PAFAH2 inh	ZTA DNA inh	PAFAH1B3 inh	GSTO1 counter	EBNA-1 inh
Cc1noc(C)c1CSc1nnc(-c2ccccc2F)n1CCc1ccccc1
    13	-1	4	-5	5	6	2	5	5
Cc1cccc(C(=O)OCC(=O)Nc2ccccc2C(=O)NC2CC2)c1
    5	4	-4	1	16	3	3	·	·
Cc1cccc(C)c1NC(=O)COC(=O)COc1ccc2c(C)cc(=O)oc2c1
    10	1	-2	-6	-5	-20	-2	3	-15
CN(C(=O)C(=O)c1cn(CC(=O)N2CCCC2)c2ccccc12)C1CCCCC1
    11	10	3	-1	9	-10	1	-4	-2
CC(OC(=O)C(C)Oc1ccccc1)C(=O)Nc1ccc(S(=O)(=O)N2CCCCC2)cc1 (stereo not drawn)
    -3	-6	-6	0	-6	1	11	·	·
C=CCn1c(SCC(=O)NCCOC)nnc1-c1cc2c(s1)CCC(CC)C2 (stereo not drawn)
    0	1	-1	9	9	-18	-10	2	-1
CCN(c1ccc(C)c(C)c1)S(=O)(=O)c1c(C)[nH]c(=O)[nH]c1=O
    3	-2	1	-2	-8	-5	-2	-6	-5
CCOC(=O)c1c(C)n(C)c2ccc(OCC(O)CN3CCN(C)CC3)cc12 (stereo not drawn)
    9	9	-4	0	0	6	0	-1	0
COc1ccc(-n2nnc3c(SCC(=O)OCc4ccccc4)ncnc32)cc1
    1	15	7	-3	6	-5	8	7	-8
O=C(O)COc1ccc(/C=N/NC(=O)/C(=C/C=C/c2ccccc2)NC(=O)c2ccccc2)cc1
    0	-7	-6	-2	3	17	1	-1	2
Cc1cccc(NC(=O)CSc2nnc(CNC(=O)c3ccco3)n2C)c1C
    -6	-7	-3	0	8	5	3	7	1
FC(F)(F)c1nnc(N2CCN(c3ccc(Cl)cc3)CC2)s1
    11	0	1	-5	-4	6	2	-6	-3
Cc1cc(C)nc(NS(=O)(=O)c2ccc(NC(=O)c3cc(=O)c4ccccc4o3)cc2)n1
    7	8	1	-5	-5	-1	5	9	2
O=C(Cc1ccccc1)Nc1ccc(C(=O)NCC2COc3ccccc3O2)cc1 (stereo not drawn)
    -58	-7	-3	0	0	7	-4	-7	7
Cc1n[nH]c(=O)c2c(NC(=O)COC(=O)c3ncc(Cl)c(Cl)c3Cl)oc(C)c12
    10	4	-1	-2	-8	-9	5	-3	-9
Nc1[nH]nc2nc3ccccc3cc12
    -4	1	3	-4	-3	-5	9	-7	-3
COc1cccc(/C=C/C(=O)Nc2ccc(C(=O)Nc3cccc(S(N)(=O)=O)c3)cc2)c1OC
    -9	-40	-21	-2	-49	9	-3	-28	-4
CCCNC(=S)NNC(=O)c1cc(-c2cccnc2)nc2ccccc12
    -11	4	-3	1	4	3	1	4	0
Cc1ccccc1OC(C)C(=O)Nc1ccc2c(c1)OCO2 (stereo not drawn)
    10	1	0	0	2	-34	-8	5	-13
O=S(=O)(c1ccc(SCCO)nc1)N1CCOCC1
    2	-5	1	0	6	11	8	·	·
O=C(Nc1ccccc1)/C(=C\c1ccccc1)NC(=O)c1ccco1
    -3	-2	1	-3	·	-7	·	3	-4
Cc1ccccc1C(=O)NCc1nnc(SCC(=O)N2c3ccccc3Sc3ccccc32)n1C
    2	11	0	-2	10	-3	7	2	-5
CCOC(=O)c1cc2cc3ccccc3cc2[nH]1
    21	10	8	7	2	-16	3	5	-11
CC(/C=C/c1ccco1)=N/NC(=O)C1COc2ccccc2O1 (stereo not drawn)
    10	-6	-6	2	5	1	5	-2	-5
C[N+](C)(C)C[C@H](O)CC(=O)[O-]
    -2	6	1	0	5	9	6	4	1
Cc1ccc(C(c2nnnn2CS(=O)(=O)c2ccc(C)cc2)N2CCC(C)CC2)cc1 (stereo not drawn)
    -9	-1	-1	-6	-1	-8	5	-3	3
O=c1c2ccccc2[nH]c(=S)n1CCN1CCCCC1
    18	-9	0	0	-9	-21	6	-1	-13
Cc1ccc(CNC(=O)CCCc2cn(C)c3ccccc23)cc1
    -5	-4	-2	-3	-1	2	9	5	14
Cc1ccc(N)cc1O
    13	-2	3	-12	-5	-8	9	·	·
CCOC(=O)N1CCC(NC(=O)C(CC(C)C)NC(=O)C2CCC(C)CC2)CC1 (stereo not drawn)
    -8	1	-1	0	4	6	3	3	7
O=C(NCC1CCCO1)c1cc(S(=O)(=O)N2CCCCC2)ccc1Cl (stereo not drawn)
    9	0	-6	-6	5	-3	5	·	·
O=C(NC(Cc1ccccc1)C(=O)N1CCCC1C(=O)O)c1ccccc1 (stereo not drawn)
    9	-2	-4	-3	-9	6	1	10	5
COc1ccc(CNC(=O)c2ccccc2NC(=O)C2=CSCCO2)c(OC)c1
    2	-2	-5	7	-7	19	2	6	8
COc1cccc(/C=C(\C#N)C(=O)NC2CCS(=O)(=O)C2)c1 (stereo not drawn)
    13	1	5	0	-5	-3	5	3	13
Cc1nc2ccccc2c(=O)n1-c1cccc(NC(=O)c2cccs2)c1
    -9	-2	0	-2	-4	15	4	3	17
CN(NS(C)(=O)=O)c1ncc(C(F)(F)F)cc1Cl
    4	4	0	-1	4	-2	8	-2	-3
COc1ccc(OCc2cccc(C(=O)Nn3cc([N+](=O)[O-])cn3)c2)cc1
    -2	4	-1	0	3	-1	-4	2	6
CC(OC(=O)CCCN=C1NS(=O)(=O)c2ccccc21)C(=O)Nc1ccc(F)c(F)c1F (stereo not drawn)
    0	3	-2	4	1	-9	2	7	-5
COc1cccc(N=Cc2c(O)c3ccccc3oc2=O)c1
    -3	2	-5	-7	4	-14	-3	-10	0
COC(=O)c1cn(N(C)c2ncc(C(F)(F)F)cc2Cl)c(=O)c2ccccc12
    21	8	5	4	7	-17	3	6	3
Cc1ccc2[nH]cc(C(=O)CN3CCN(c4ccccn4)CC3)c2c1
    2	1	4	-2	2	-1	-2	-4	-8
C=CCn1c(CCc2ccccc2)nnc1SCC(=O)OC
    -3	7	1	-5	-13	-7	-4	3	1
COc1ccc(-c2csc3ncnc(N4CCN(c5cccc(C)c5C)CC4)c23)cc1
    8	6	-1	3	6	-18	2	3	1
CC(=O)c1c(C(C)=O)c(C)n(-c2nc(-c3ccc(Br)cc3)c(C)s2)c1C
    -3	7	-1	4	-5	8	0	2	1
COc1ccc([N+](=O)[O-])cc1NC(=O)COC(=O)/C=C/c1ccco1
    14	3	-2	-3	14	0	-6	0	-12

Some values from above.
COC(=O)c1cn(N(C)c2ncc(C(F)(F)F)cc2Cl)c(=O)c2ccccc12 in GSTO1 counter shows 6
Cc1cc(C)nc(NS(=O)(=O)c2ccc(NC(=O)c3cc(=O)c4ccccc4o3)cc2)n1 in PAFAH2 inh shows -5
CCN(c1ccc(C)c(C)c1)S(=O)(=O)c1c(C)[nH]c(=O)[nH]c1=O in EBNA-1 inh shows -5
C[N+](C)(C)C[C@H](O)CC(=O)[O-] in PREPL inh shows -2
Cc1cccc(NC(=O)CSc2nnc(CNC(=O)c3ccco3)n2C)c1C in PREPL inh shows -6

The listing continues.
Order of values – PREPL inh	LYPLA2 counter	LYPLA1 counter	PAD4 inh	PAFAH2 inh	ZTA DNA inh	PAFAH1B3 inh	GSTO1 counter	EBNA-1 inh
Cc1ccc(S(=O)(=O)N2[C@@H](c3ccc(Cl)cc3)C(C(=O)O)=C[C@H]2CC2CCCC2)cc1
    7	·	·	-4	13	·	1	·	·
CCC(C)[C@H](NC(=O)NCc1ccc(F)cc1)C(=O)O (stereo partly drawn)
    -1	4	-5	1	7	11	5	7	2
c1ccc(C2CSc3ccccc3N2)cc1 (stereo not drawn)
    0	1	1	3	2	7	-8	2	-23
CC(NS(=O)(=O)c1ccc(Br)cc1)C(=O)NCc1ccco1 (stereo not drawn)
    4	-6	-1	2	8	7	7	3	-17
CCOc1ccc2c(=O)c(-c3ccc4c(c3)OCCCO4)c(C)oc2c1
    -3	-1	1	5	3	6	-3	-3	-1
CC1Cc2ccccc2N1C(=O)Cn1nc(C(=O)O)c2ccccc2c1=O (stereo not drawn)
    -22	6	-1	8	10	-3	3	-5	-4
CCCC(=O)Nc1nc2ccc(C(=O)OCC)cc2s1
    -8	12	-2	1	0	-1	5	-3	0
COc1ccc(-c2nn(-c3ccccc3)cc2/C=N/N2C(=O)CSC2=S)cc1
    14	-6	-5	-10	3	-6	10	-1	-4
O=c1oc2ccc(C#CC3(O)CCCCC3)cc2cc1-n1cc(-c2ccsc2)nn1
    18	8	0	3	-5	-35	-3	·	·
CCn1c(COc2ccccc2C)nnc1SCC(=O)NC1CCCC1
    25	0	-4	0	0	4	2	0	-9
CC(C)(C)OC(=O)COc1cc(OCC(=O)OC(C)(C)C)c2c(=O)cc(-c3ccccc3)oc2c1
    -18	-11	-8	1	-1	11	0	-8	8
CC1(C)Cc2c(sc3[nH]c(=S)[nH]c(=O)c23)CO1
    18	-7	0	-2	-5	0	12	10	-2
CN(C)/C=C/C(=O)c1cnc(-c2ccccc2Cl)s1
    -5	-9	1	-7	1	-12	9	-17	0
Cc1cc(NC(=O)CCC(=O)N(CC(=O)NC2CCCC2)Cc2ccc(F)cc2)no1
    -5	-3	1	3	-9	9	4	1	0
O=C(CNCc1ccc(Cl)cc1)Nc1ccc2c(c1)OCCO2
    -11	-1	-1	-3	1	7	7	15	-3
Cc1nn2c(=O)c3c4c(sc3nc2n1-c1ccccc1)COC(C)(C)C4
    2	-6	-2	3	·	-16	·	4	2
COc1ccccc1-c1ccc(SCC(=O)Nc2cc(C)on2)nn1
    -17	2	-3	1	-7	-12	-5	-5	7

Profiles, looked up by structure. Order of values: PREPL inh	LYPLA2 counter	LYPLA1 counter	PAD4 inh	PAFAH2 inh	ZTA DNA inh	PAFAH1B3 inh	GSTO1 counter	EBNA-1 inh
Record of CCn1c(COc2ccccc2C)nnc1SCC(=O)NC1CCCC1 = 25	0	-4	0	0	4	2	0	-9
Record of Cc1cc(NC(=O)CCC(=O)N(CC(=O)NC2CCCC2)Cc2ccc(F)cc2)no1 = -5	-3	1	3	-9	9	4	1	0
